Bioassay records as filed in PubChem.
SSB-PriA inh – inhibitors of Klebsiella pneumoniae PriA binding to SSB C-terminal tail; AlphaScreen SSBct-PriA binding, biotinylated peptide; inhibition, % at 33 µM; 430,000 tested, 0.6% active; AID 1272365; in the data active means inhibition mostly above about 37%, no sharp cut-off; inactive means mostly below about 20%;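 further: plate controls were negative control peptide for no effect and reference peptide for full effect; strong numbers were not always called active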
* hit, by the source's call; i = inactive; & = joins results of further samples. This is a subset; the hit share may differ from the screen's.

Compound	SSB-PriA inh
NC(=Nc1ccccc1)N/N=C/c1c[nH]c2ccccc12	i
Cc1ccnc(SCc2cn3cccnc3n2)n1	17
Cc1cc(OC2CN(C(=O)c3ccc(Br)o3)C2)cc(=O)o1	-10
Cc1cc(C2=NN(S(C)(=O)=O)C(c3cccs3)C2)c(C)o1 (stereo not drawn)	-6
COc1cc(C=NNC(=O)CC2(C)OCCCO2)ccc1OCc1ccccc1	-2
O=C(NCCC(O)c1ccsc1)Nc1ccccc1Cl (stereo not drawn)	-16
Cc1[nH]c2ccccc2c1C=NNC(=O)CNC(=O)c1ccco1	-5
CN(C)CCN(C(=O)c1ccc([N+](=O)[O-])o1)c1nc2cc3c(cc2s1)OCCO3	-7
O=C(NCC1CCCN1c1ccccc1)Nc1ccc(C(F)(F)F)cc1 (stereo not drawn)	-2
CCOC(=O)c1sc(NC(=O)Nc2ccc([N+](=O)[O-])cc2)cc1C	9
O=C(Nc1cc(-c2cccs2)no1)c1ncc(-c2ccc(F)cc2)o1	-4
O=C(c1ccccc1C(F)(F)F)N1CCC[C@H](Cc2nc(-c3ccsc3)no2)C1	2
CN(Cc1ccccc1)S(=O)(=O)c1ccc(C(=O)Nc2nc3c(s2)C(=O)CC(C)(C)C3)cc1	-8
CSc1nnc(C(C)(C)C)c(=O)n1/N=C\c1c(O)ccc2ccccc12	-3
CN(C)c1ccc(C(CNC(=O)c2c(F)cccc2F)N(C)C)cc1 (stereo not drawn)	-2
Cc1cc(CN2CCC(CNS(=O)(=O)c3ccccc3Cl)CC2)c(C)o1	-6

In the list so far, these contain a Cl atom.
Compound	SSB-PriA inh
O=C(NCCC(O)c1ccsc1)Nc1ccccc1Cl (stereo not drawn)	-16
Cc1cc(CN2CCC(CNS(=O)(=O)c3ccccc3Cl)CC2)c(C)o1	-6

Other compounds.
Compound	SSB-PriA inh
Cc1nc(NCCNC(=O)C2CCCO2)cc(Nc2ccccn2)n1 (stereo not drawn)	-17
O=C(Nc1ccccc1C(F)(F)F)c1c[nH]c2c(Cl)cccc2c1=O	2
C=CCNC(=O)/C(=C/c1cccc(Oc2ccccc2)c1)NC(=O)c1ccc(Cl)cc1	2
CS(=O)(=O)N1CCC(CNC(=O)c2ccc3nsnc3c2)CC1	-11
CN1CCN(S(=O)(=O)c2ccc(NC(=S)NC(=O)CCc3ccccc3)cc2)CC1	-7
COc1ccc(C)cc1NC(=O)CN1CCCN(Cc2ccc(Cl)cc2)S1(=O)=O	-9
Cc1nc2cc(NC(=O)CCSc3ccc(F)cc3)ccc2s1	-15
O=c1c2ncccc2n(Cc2ccc(Cl)cc2Cl)c(=O)n1Cc1ccc2c(c1)OCO2	3
CCSc1ccccc1C(=O)NC[C@]1(O)CCOc2ccccc21	-17
CC(C)S(=O)(=O)N1CCN(C[C@H](O)C2CC2)CC1	-2
COc1ccc(C=NNC(=O)CCC(=O)Nc2ccc(F)cc2)c(OC)c1	1
CC(=O)Nc1ccc(C2=NN(C(C)=O)C(c3ccc4nccnc4c3)C2)cc1 (stereo not drawn)	-3
O=C(CSc1nnc2ccc(-c3ccc4c(c3)OCO4)nn12)N1CCCc2ccccc21	-1
COCC(=O)Nc1ccc2nc(C)n(-c3ccc(Cl)cc3)c(=O)c2c1	-5
O=C(Nc1scc2c(C(=O)O)nn(-c3ccc(C(F)(F)F)cc3)c(=O)c12)c1c(F)cccc1Cl	12
COC1(CNC(=O)C(=O)Nc2ccc3c(c2)CCCN3C(=O)c2cccs2)CCSC1 (stereo not drawn)	8
Cc1ccccc1NC(=O)NCC1(O)CCc2ccccc2C1 (stereo not drawn)	24
CC(=O)Nc1ccc(C(=O)NCCNS(=O)(=O)c2ccc(OC(F)(F)F)cc2)cc1	4
O=S(=O)(NCC1CCN(Cc2ccco2)CC1)c1cc(F)ccc1F	-5
Cc1ccc(Cl)c2sc(N(CCN3CCOCC3)C(=O)c3ccc4ncsc4c3)nc12	25
Cn1cnc(S(=O)(=O)N2CCCC(Cc3nc(-c4cnccn4)no3)C2)c1 (stereo not drawn)	-10
Cn1nc(C(=O)N2CC(n3cc(COc4ccccc4)nn3)C2)ccc1=O	-10
COc1ccc(C(=O)NC(=S)Nc2ccc(S(N)(=O)=O)cc2)cc1Br	9
C[C@@H](C(=O)O)N1C(=O)c2ccccc2S1(=O)=O	-7
Cn1nc(C(=O)Nc2cnc3ccnn3c2)ccc1=O	4
O=C(c1ccc(S(=O)(=O)N2CCCCCC2)cc1)N1CCN(c2nc3ccccc3s2)CC1	1
O=C(c1ccc([N+](=O)[O-])o1)N1CCN(Cc2csc(-c3ccccc3)n2)CC1	-8
COc1ccc2nc(-n3nc(C)cc3NC(=O)c3ccco3)sc2c1	-5
C=CCNc1nc(-c2ccccc2)c(C(=O)Nc2cccnc2)s1	-19
CCN(c1ccccc1)S(=O)(=O)c1ccc(NC(=O)c2oc3ccc(C)cc3c2C)cc1	-5&-2
COc1ccc(C(=O)NCC2CCN(C(=O)c3cccnc3)CC2)cc1F	-14
O=C(CCc1csc(NC(=O)c2ccc[nH]c2=O)n1)Nc1ccc2c(c1)OCCO2	10

Exported as labelled records: part of the list above.
COc1ccc2nc(-n3nc(C)cc3NC(=O)c3ccco3)sc2c1
  SSB-PriA inh = -5

C=CCNc1nc(-c2ccccc2)c(C(=O)Nc2cccnc2)s1
  SSB-PriA inh = -19

CCN(c1ccccc1)S(=O)(=O)c1ccc(NC(=O)c2oc3ccc(C)cc3c2C)cc1
  SSB-PriA inh = -5&-2

COc1ccc(C(=O)NCC2CCN(C(=O)c3cccnc3)CC2)cc1F
  SSB-PriA inh = -14

New compounds follow:
Compound	SSB-PriA inh
Cc1cc(C)n(-c2nc(C)c(C)c(=O)n2CC(N)=O)n1	-17&-8
Clc1ccccc1-c1nc(C=NN2CCOCC2)c2ccccn12	-3
CCc1ccc(S(=O)(=O)NN=Cc2ccc([N+](=O)[O-])o2)cc1	-8
C/C(=N\N=c1\scc(C)n1Cc1ccco1)c1cccs1	43
O=C(CSc1nc(=O)n(C[C@H]2CCCO2)c2c1CCC2)Nc1nccs1	1
CCCc1ccc(S(=O)(=O)N2CCN(Cc3nc(-c4ccco4)cs3)CC2)cc1	-19
O=C(NNC(=O)C1CCCCC1)c1ccc(=O)n(Cc2ccccc2)c1	-17
CS(=O)(=O)c1ccc(Nc2nc(C(=O)NCCc3ccccc3)cs2)cc1	5
Cc1ccc(NC(=O)c2sccc2S(=O)(=O)N2CCN(c3ccccc3F)CC2)cc1Cl	-14&-4
COc1cc(C=NNC(=O)CCN2CCN(C(c3ccccc3)c3ccccc3)CC2)ccc1O	9
O=C(Nc1ccc2c(c1)CN(C(=O)c1cccs1)CC2)c1cccs1	3
O=C(Cc1c(F)cccc1Cl)NN=Cc1cccs1	1
Cc1ccsc1C=NNC(=O)CCc1c(C)n[nH]c1C	-7
Cc1ccsc1C=NNc1nc2ccccc2[nH]1	23
CSc1ccc([C@@H](O)CNC(=O)c2cc(C)oc2C)cc1	3
C=CCn1c(SCC(=O)NCc2ccc3c(c2)OCO3)nc2sc3c(c2c1=O)CCC(C)C3 (stereo not drawn)	-5
N#Cc1nc(-c2ccco2)oc1N1CCN(C(=O)c2cccc(Cl)c2)CC1	17
CCCCOc1ccc(C(=O)N2CCN(c3cc(OC)nc(OC)n3)CC2)cc1	9
COC(=O)c1c(-c2ccc(C)c(C)c2)csc1NC(=O)CN1CCCCCC1	-8
COC(=O)N1CCc2ccc(NC(=O)C3c4ccccc4Oc4ccccc43)cc2C1	-3
Cc1ncc(CO)c(C=NNC(=O)c2cc(Br)ccc2O)c1O	64
COc1ccc(N(CC(O)Cn2cc(/C=N\NC(N)=O)c3ccccc32)S(C)(=O)=O)cc1 (stereo not drawn)	6
O=C(c1ccc(Br)o1)N1CC(N2C(=O)C3CC=CCC3C2=O)C1 (stereo not drawn)	-1
O=C(NCc1ccc2c(c1)OCO2)C(=O)Nc1ccc2c(c1)N(S(=O)(=O)c1cccs1)CCC2	-7

Ordered by SMILES length (ascending): 3 of the compounds above
Compound	SSB-PriA inh
CCCCOc1ccc(C(=O)N2CCN(c3cc(OC)nc(OC)n3)CC2)cc1	9
COC(=O)N1CCc2ccc(NC(=O)C3c4ccccc4Oc4ccccc43)cc2C1	-3
COc1ccc(N(CC(O)Cn2cc(/C=N\NC(N)=O)c3ccccc32)S(C)(=O)=O)cc1 (stereo not drawn)	6

(next part)
Compound	SSB-PriA inh
CN1C(=O)C(=O)c2cc(Cl)ccc21	-5
CS(=O)(=O)N1CCC(C(=O)Nc2nc(-c3ccc(Cl)s3)cs2)CC1	-6
O=C(Cc1csc(SCc2ccc(Br)cc2)n1)NCc1cccs1	-2
CC(C)(C)c1cc(NCCCN2CCOCC2)n2ncc(-c3ccc(Cl)cc3)c2n1	-7
O=C(Oc1cccc(C=NNC(=O)c2ccccn2)c1)c1ccc([N+](=O)[O-])cc1	-7
CC1(C)COc2ccc(NS(=O)(=O)c3ccc4c(c3)OCCO4)cc2NC1=O	-7
CN(C)S(=O)(=O)c1ccc(C(=O)NCc2n[nH]c(=S)n2-c2cccc(C(F)(F)F)c2)cc1	13
O=C(Cc1ccc(NC(=O)C2CC2)cc1)NC1CC1	-2
CCCCOc1ccc(C(=O)Nc2nnc(Cc3cccs3)o2)cc1	-8
CSc1ccc([C@@H](O)CNS(C)(=O)=O)cc1	-16
Cc1cc(C(=O)NC2CCC(Oc3ncc(F)cn3)CC2)c(C)o1 (stereo not drawn)	-2
CCc1nnc(NC(=O)CSc2nccn2Cc2ccc(Cl)cc2)s1	-7&4
O=C(NCCn1ccnc1-c1ccccn1)NC(c1ccccc1)c1ccccc1	-12
COc1ccc(S(=O)(=O)NCC(c2ccsc2)N2CCCCCC2)cc1Cl (stereo not drawn)	6
CCOC(=O)c1c(S(=O)(=O)Nc2cccc(SC)c2)n[nH]c1C	10
COc1cc(OC)c(NC(=O)CCCCCn2nnc3ccccc3c2=O)cc1Cl	0
COc1ccc(OC)c(-n2c(SC(C(C)=O)C(=O)N(C)C)nnc2-c2c[nH]c3ccccc23)c1 (stereo not drawn)	2
COc1ccccc1-c1nnc(Nc2nc3ccc(F)cc3s2)o1	-16
Cc1sc2nc(SCC(=O)NCC3CCCO3)n(Cc3ccco3)c(=O)c2c1C (stereo not drawn)	-1
Cn1cc(C(=O)NN=CC2=C(N3CCOCC3)/C(=C\c3ccccc3)CC2)ccc1=O	4
Cc1cc(NC(=O)Cn2nc(C)c3cnn(C(C)(C)C)c3c2=O)no1	-2&10
Cc1cc(S(=O)(=O)NCCn2ncccc2=O)ccc1F	2
O=C(Cc1ccc(F)cc1)NNC(=O)c1ccc(=O)n(Cc2ccccc2)c1	-1
COc1cc(OC)c(N2C(=O)NC3CC2(C)Oc2ccc(Cl)cc23)cc1Cl (stereo not drawn)	-1
O=C(CNC(=O)c1ccc(S(=O)(=O)N2CCCC2)cc1)NN=Cc1ccccc1	-8
O=C(CSc1nc2ccccc2o1)N1Cc2cnc(N3CCOCC3)nc2C1	-3
O=C(CN1CCN(Cc2nc3ccccc3[nH]2)CC1)NCc1ccc2c(c1)OCO2	-17
O=C(Cc1csc(SCC(=O)c2cccs2)n1)NCc1ccco1	8
CSc1ccc([C@@H](O)CNC(=O)c2cc(-c3ccco3)on2)cc1	-9
O=S(=O)(NC[C@H](O)c1csc2ccccc12)c1ccccc1Br	-4
CS(=O)(=O)N1CCC(C(=O)Nc2ccccc2-c2nc3ccccc3s2)CC1	-11
O=C(NNC(=O)c1ccccc1)c1ccccc1	-5
Cc1ccc(S(=O)(=O)c2c(Nc3c(C)cccc3C)sc(C(=O)c3ccc4c(c3)OCO4)c2N)cc1	7
Cc1cc(N2CCC(NC(=O)c3ccc(Cl)s3)CC2)n[nH]1	-9
CC(=O)Nc1noc2ncccc12	-11
Cc1cc(=O)n2c(n1)SCC2CC(=O)NCCc1ccccc1 (stereo not drawn)	1
C=CCn1c(=C(C#N)c2nnc3n2CCCCC3)sc(=Cc2ccc(O)cc2)c1=O	5
Cc1nc(N2CCCC2)nc(C)c1NC(=O)c1cccc(Cl)c1	-6
O=C1c2cccc3cccc(c23)C(=O)N1CCN1CCN(CC(O)c2ccc([N+](=O)[O-])cc2)CC1 (stereo not drawn)	8
CCc1ccc(Nc2nc3c(c(=O)n(C)c(=O)n3C)n2Cc2ccccc2)cc1	-10
CCOc1ccccc1C(=O)NCCc1csc(-c2cccc(F)c2)n1	-5
CC(C)CC[C@@H](O)C(C)(O)C1CC[C@@]2(O)C3=CC(=O)[C@@H]4C[C@@H](O)[C@@H](O)C[C@]4(C)C3CC[C@]12C (stereo partly drawn)	-2
Cc1cccc(C(=O)NC2CC(=O)N(c3ccccc3)C2)c1 (stereo not drawn)	-10
CCOc1ccc(-c2ccc(=O)n(CCNC(=O)c3cccnc3Cl)n2)cc1	-4
CC(=NNC(=O)c1ccncc1)c1cc2ccc(O)cc2oc1=O	-8
CCOC(=O)c1c(NC(=O)CSc2c(-c3ccccc3)[nH]c3ccccc23)sc2c1CCCC2	-2
c1nc2c([nH]1)CCCC2	-3
COc1cccc2sc(N3CC(C(=O)N4CCN(c5ccc(C(C)=O)cc5)CC4)C3)nc12	-2
O=C(CSCc1ccc(Cl)cc1)NN=Cc1c(Cl)cccc1Cl	-6
Cc1ccc(-c2c(C)sc3ncnc(N4CCN(c5ccccc5F)CC4)c23)cc1	-14
Cc1ccc(C2CC(c3cccs3)=NN2C(=O)CSc2nnc(-c3ccncc3)o2)cc1 (stereo not drawn)	5
O=C(NCc1ccccc1Cl)C(=O)Nc1cccc(N2CCCCC2=O)c1	9
Cc1nnc(C)n1N=Cc1cccc([N+](=O)[O-])c1	-23
O=C(c1ccsc1)N1CCN(c2cc(-n3cncn3)ncn2)CC1	-6
CSc1ccc(NC(=O)c2ccc(C)cc2)nn1	-22
